JMJD2E inh – qHTS Assay for Inhibitors of Human Jumonji Domain Containing 2E (JMJD2E). Potency, µM (top dose mostly 57.1 µM), for inactives: at the highest dose activity change, negative = inhibition, usual class: inhibitors. JMJD2E catalytic domain, FDH-coupled NADH fluorescence (FDH is formaldehyde dehydrogenase). AID 2147, 2009. Lysine-specific demethylase 4E (Homo sapiens), B2RXH2. hit rate 1.6% among 230,000; active = well fitted inhibition curve with a large enough effect, not every such curve was filed as active; inconclusive = small, poorly fitted or top-dose-only effect, or another doubt; inactive = no such curve, though single readings can be large or run the other way;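 note: 0% = wells with enzyme and -100% = buffer wells without enzyme; nearly all actives have a fitted effect of over 50% in size; many of its hits are not listed in these tables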
Target sequence (B2RXH2 1-337 limits assumed): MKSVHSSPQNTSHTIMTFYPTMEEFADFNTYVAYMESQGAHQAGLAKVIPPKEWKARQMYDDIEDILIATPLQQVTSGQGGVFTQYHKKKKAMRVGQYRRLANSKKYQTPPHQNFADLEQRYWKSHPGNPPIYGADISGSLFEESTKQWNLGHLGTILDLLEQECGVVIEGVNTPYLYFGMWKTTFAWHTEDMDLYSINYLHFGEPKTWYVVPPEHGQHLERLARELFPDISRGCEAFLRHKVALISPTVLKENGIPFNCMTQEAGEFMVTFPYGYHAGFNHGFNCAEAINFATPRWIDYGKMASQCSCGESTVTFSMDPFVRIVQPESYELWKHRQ
HTT cytoprotect – qHTS Multiplex Assay to Identify Dual Action Probes in a Cell Model of Huntington: Cytoprotection (ATP). PC12 HTT-Q103 induced, cytoprotection, ATP luminescence, 40 h. Potency, µM (top dose mostly 56.4 µM), without a hit: cytoprotection (ATP increase), hits mostly activators. hit rate 0.14% among 230,000. AID 1471, 2008;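 note: % of control where 0% means no effect; nearly all actives have a fitted effect of over 45% in size; toxic huntingtin expression switched on by the ecdysone agonist tebufenozide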
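Quantitative HTS on tebufenozide-induced (100 nM) PC12 cells expressing HTTQ103 exon 1–GFP; compounds tested as a concentration series; survival measured via cellular ATP.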
Tau ThT inhib – qHTS for Inhibitors of Tau Fibril Formation, Thioflavin T Binding. Microtubule-associated protein tau (Homo sapiens), P10636. recombinant tau K18 P301L, heparin-induced fibrillization, ThT fluorescence. Potency, µM (highest dose often 57.4 µM), inactives show at the top dose activity, negative = inhibition, most hits filed as inhibitors. hit rate 2.1% among 270,000. AID 1460, 2008; note: % is set by controls: 0 for no effect and ±100 for the full control effect; nearly all actives have a fitted effect of over 55% in size
Target sequence (P10636 561-689 P618L limits assumed): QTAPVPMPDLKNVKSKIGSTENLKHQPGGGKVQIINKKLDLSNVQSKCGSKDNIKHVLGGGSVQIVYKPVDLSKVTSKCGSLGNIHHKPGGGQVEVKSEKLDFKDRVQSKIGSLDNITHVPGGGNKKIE
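Tau K18 P301L fragment (15 uM unlabeled plus 0.24 uM Alexa 594-labeled) in 100 mM sodium acetate pH 7 with compound, fibrillization induced by 20 uM heparin for 6 hr at 37 C. Thioflavin T (30 uM) added, fluorescence read after 1 hr (ex 450, em 510 nm).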
Tau fluor counter – Counterscreen qHTS for Inhibitors of Tau Fibril Formation, Fluorescence Polarization; hit rate 0.93% among 280,000; tau K18 P301L Alexa594 fluorescence, heparin fibrillization; Potency, µM (doses to about 57.7 µM), for inactives: top-dose activity change, negative = decrease; AID 1463, 2008; note: % is set by controls: 0 for no effect and ±100 for the full control effect; nearly all actives have a fitted effect of over 55% in size
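Human tau K18 P301L (15 uM unlabeled, 0.24 uM Alexa 594-labeled) in 100 mM sodium acetate pH 7 with 20 uM heparin, 6 hr at 37 C. ThT 30 uM added, 1 hr ambient; Alexa 594 FP and total fluorescence read at 555/632 nm.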
ALDH1A1 block – qHTS Assay for Inhibitors of Aldehyde Dehydrogenase 1 (ALDH1A1) | Aldehyde dehydrogenase 1A1 (Homo sapiens), P00352 | Purified ALDH1A1, NADH fluorescence, propionaldehyde substrate | Potency, µM (highest dose often 75.3 µM), without a hit: at the highest dose activity, negative = inhibition, hits mostly inhibitors | hit rate 7.3% among 220,000 | AID 1030, 2008; active = well fitted inhibition curve with a large enough effect, not every such curve was filed as active; inconclusive = small, poorly fitted or top-dose-only effect, or another doubt; inactive = no such curve, though single readings can be large or run the other way;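 note: plate controls were no enzyme wells and a reference inhibitor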
Target sequence (P00352 whole entry, looked up): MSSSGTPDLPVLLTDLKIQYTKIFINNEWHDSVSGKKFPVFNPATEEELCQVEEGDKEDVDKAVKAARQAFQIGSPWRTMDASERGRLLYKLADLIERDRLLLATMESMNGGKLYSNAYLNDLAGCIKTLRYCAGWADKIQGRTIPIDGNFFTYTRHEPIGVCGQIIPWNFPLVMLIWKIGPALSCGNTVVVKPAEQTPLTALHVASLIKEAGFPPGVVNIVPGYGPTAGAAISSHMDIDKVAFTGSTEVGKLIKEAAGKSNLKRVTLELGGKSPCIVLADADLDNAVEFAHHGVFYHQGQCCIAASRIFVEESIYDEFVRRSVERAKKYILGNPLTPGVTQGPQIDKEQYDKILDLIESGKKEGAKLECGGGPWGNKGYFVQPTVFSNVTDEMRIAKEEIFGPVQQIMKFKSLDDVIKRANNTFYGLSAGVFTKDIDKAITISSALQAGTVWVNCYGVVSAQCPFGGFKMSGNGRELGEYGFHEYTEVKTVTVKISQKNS
HttQ103 aggreg – qHTS Multiplex Assay to Identify Dual Action Probes in a Cell Model of Huntington: Aggregate Formation (GFP). PC12 HttQ103-GFP aggregates, Acumen cytometry, 40 h. Potency, µM (series often up to 46.1 µM), inactives show at the top dose activity change, negative = inhibition, hits mostly inhibitors. hit rate 1.1% among 220,000. AID 1688, 2009; note: % is set by controls: 0 for no effect and ±100 for the full control effect; nearly all actives have a fitted effect of over 60% in size
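Huntingtin Q103 exon 1–GFP aggregates in induced PC12 cells (100 nM tebufenozide) were quantified by cytometry from lysates, with compounds dosed in titration.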
SMN2 splice up – qHTS Assay for Enhancers of SMN2 Splice Variant Expression | HEK293 SMN2-luciferase splicing reporter, luminescence, 30-36 h | hit rate 2.8% among 210,000 | Potency, µM (series often up to 46.1 µM), inactives show at the highest dose activity change, positive = activation, hits mostly activators | AID 1458, 2008; note: % of control where 0% means no effect; nearly all actives have a fitted effect of over 55% in size
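HEK293 cells carry an SMN2 minigene-luciferase reporter in which exon 7 inclusion puts luciferase in frame. Cells were seeded at 2000 cells/well, attached for 10-12 hours, then exposed to compounds for 30-36 hours at 37C before ONE-Glo luminescence.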
Tau FP inhib – qHTS for Inhibitors of Tau Fibril Formation, Fluorescence Polarization | K18 P301L tau heparin fibrillization, Alexa594 FP, 6 h | Potency, µM (doses to about 57.7 µM), for inactives: at the highest dose activity, negative = inhibition, hits mostly inhibitors | hit rate 0.39% among 280,000 | AID 1468, 2008; note: % is set by controls: 0 for no effect and ±100 for the full control effect; nearly all actives have a fitted effect of over 55% in size
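Recombinant K18 P301L […], labeled with Alexa 594 at 0.24 uM over 15 uM unlabeled; heparin inducer 20 uM final; 37 C, 6 hr; FP endpoint.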
The depositor's hits bear a star; ? = inconclusive; . = no result given; & = joins results of further samples; [ ] = remark or other dose. Unless noted, calls come from the whole dose curve; as a rule, active = well fitted curve in the direction sought with a large enough effect; inconclusive = small, poorly fitted or top-dose-only effect, or another doubt; inactive = no such curve, though single readings can be large; an effect the other way counts as inactive or inconclusive. Potency is the fitted concentration of half-maximal effect. A portion of the library (hit frequency here may not be typical).

Results follow in this order: JMJD2E inh, HTT cytoprotect, Tau ThT inhib, Tau fluor counter, ALDH1A1 block, HttQ103 aggreg, SMN2 splice up, Tau FP inhib
CCN(CC)S(=O)(=O)c1ccc(NCC2COc3ccccc3O2)c([N+](=O)[O-])c1 (stereo not given)
 : 4%, -8%[1.9 µM], ?, ?, -4%, -12%, -30%, 6%
COc1ccc(/C=C(\C#N)C(=O)OCC(=O)NC2CC2)cc1
 : -8%, -32%[inhibitor], -2%, 0%, 20µM*, 6%, -3%, -4%
CCOc1ccc(CCNC(=O)C(C)n2nc(C)n3c(cc4occc43)c2=O)cc1OCC (stereo not given)
 : 1%, 16%, -7%&0%, -1%&-1%, 16%, 6%, -7%&-2%, -1%&-4%
COC(=O)c1ccccc1NC(=O)C1CC(=O)N(c2ccccc2)C1 (stereo not given)
 : -7%, -10%, -2%, -1%, -7%, 5%, -8%, 0%
Cn1c(=O)c2ccccc2n(Cc2ccccc2F)c1=O
 : ?, 5%[0.074 µM], -4%, -7%, -6%, ?, -27%, 1%
CC(=O)Nc1ccc(S(=O)(=O)NCC(=O)OCc2ccccc2)cc1
 : 2%, -5%[10 µM], -1%, -1%, -6%, 9%, 19%, 6%
CC1(C)NC(=O)N(CCCCOc2ccccc2[N+](=O)[O-])C1=O
 : 9%, -17%, 15%, 10%, ?, ?, 11%, -1%
CCOC(=O)c1[nH]c2ccc(OC)cc2c1NC(=O)CCN1CCC(C)CC1
 : ?, 0%[10 µM], -11%, -15%, ?, 2%, -8%, -7%
CN(c1ccc(OCC(=O)OCC(=O)Nc2ccc(F)cc2)cc1)S(=O)(=O)c1ccc(Cl)cc1
 : -8%, 2%[10 µM], -2%, ?, 2%, -1%, 1%, ?
CCOC(=O)c1cc2c(c(CSc3nc4ccccc4c(=O)n3Cc3ccco3)c1)OCOC2
 : -5%, -27%, -7%, -10%, -6%, 0%, 7%, 1%
C=CCC(O)c1ccccc1 (stereo not given)
 : 16%, ?, -2%, -1%, 8%, ., -1%, 2%
CCNC(=O)CCCOc1ccc(Cl)cc1Cl
 : 1%, 0%, -8%, 1%, 1%, 21%[9.22 µM], 4%, 0%
COc1ccc(NC(=O)Nc2c(SC)nsc2SC)cc1
 : -1%, -15%, 3%, -8%, -16%, 3%, 20%, 1%
COc1cc(/C=N/NC(=O)C(=O)/C=C2\NC3(CCCC3)Cc3ccccc32)ccc1O
 : -9%, 4%[1.9 µM], ?, ?, -6%, 3%, ?, ?
CCN1C(=O)c2ccc(-c3nc4ccccc4c(=O)o3)cc2C1=O
 : ?, -10%, -3%, 4%, ?, -11%[9.22 µM], ., -1%
Cn1c(=O)n(Cc2ccccc2)c(=O)c2c1nc(NCC1CCCO1)n2Cc1ccccc1 (stereo not given)
 : 11%, -28%, -11%, ?, ?, 10%[9.22 µM], -77%[inhibitor], 9%
CC(/C=C/c1ccccc1)=N\Nc1nc(C)cc(C)n1
 : -17%, ., ?, -16%, 0%, -11%, -36%[inhibitor], -3%
NC(=O)C1(N2CCCCC2)CCN(Cc2nc(-c3cccs3)no2)CC1
 : 3%, 14%[10 µM], 0%, -7%, ., 9%[9.22 µM], ., -2%
C(=N\Nc1nc(-c2ccccc2)cs1)/c1ccncc1
 : -13%, -2%[10 µM], 16µM*, 13µM*[quencher], ?, 15%[9.22 µM], ., 7%
O=C(c1cc([N+](=O)[O-])ccc1N1CCCC1)N1CCCCC1
 : -5%, -25%, -17%, -4%, -1%, 1%, -15%, -1%
COC(=O)c1ccc(NC(CC(C)C)C(=O)OC)c([N+](=O)[O-])c1 (stereo not given)
 : 1%, 6%[10 µM], -16%, -27%, -3%, -13%, 5%, 5%
Cc1nn(C)cc1/C=N/NC(=O)Cn1cncn1
 : 4%, 0%[10 µM], 1%, -5%, ., -2%[9.22 µM], ., -2%
CN(C)S(=O)(=O)c1ccc(C(=O)Nc2ccc(F)cc2F)cc1
 : -1%, -16%[10 µM], 1%, 0%, 1%, -25%, -3%, -8%
CCN(CC)c1ccc(C(=O)OCC(=O)Nc2cc3oc4ccccc4c3cc2OC)cc1
 : -10%, 20%[10 µM], -4%, -10%, 8%, 7%, 4%, -4%
Cc1nc(NC2=NCN(Cc3ccccc3)CN2)nc2ccccc12
 : 7%, -18%[0.074 µM], -2%, 8%, 8%, -7%, -10%, 8%
COc1cc(C(=O)NC(=S)Nc2ccc3oc(=O)ccc3c2)cc(OC)c1OC
 : -4%, -1%, 0%, -2%, -1%, 12%, -12%, -13%
CCc1cccc(C)c1NC(=O)C1CCN(c2nn3c(=O)cc(C)nc3s2)CC1
 : ., ., ?, -14%, ., ., 6%, -10%
O=C(c1ccc(S(=O)(=O)NCC2CCCO2)cc1)N1CCN(c2cccc(Cl)c2)CC1 (stereo not given)
 : -1%, ., -5%, -12%, -5%, ?, -39%[inhibitor], -11%
O=C(O)Cc1csc(NC(=O)CSc2nnnn2-c2ccc(O)cc2)n1
 : -1%, 2%[10 µM], ., 12%, ., -3%[9.22 µM], ., 4%
Cc1ccc(-n2c(CNc3ccc(F)cc3)nnc2SCC(=O)N2CCOCC2)cc1
 : 6%, -6%[10 µM], 2%, 0%, 1%, 0%, -2%, 1%
COc1ccc(-n2c(O)c(C=Nc3ccccc3)c3ccccc3c2=O)cc1OC
 : -15%, -21%[10 µM], -12%, -7%, -3%, 0%[9.22 µM], ., -8%
COc1ccc(N2COC3c4cccc5cccc(c45)C32)cc1 (stereo not given)
 : -9%, 27%[1.9 µM], ?, ?, 19µM*, ?, -16%, -4%
O=C(c1ccc2ccccc2n1)N1CCN(c2ccccc2O)CC1
 : -1%, -6%, -3%, -9%, ?, 8%, -1%, 8%
O=C1Nc2ccccc2N=C(c2ccccc2)c2ccccc21
 : 5%, 36%[10 µM], -4%, ?, -8%, -3%[9.22 µM], ., 14%
O=C1C=C(NC2CCCC2)CC(c2ccccc2)C1 (stereo not given)
 : 1%, -67%[inhibitor], 1%, -1%, 5%, -17%, -13%, 0%
CC(=O)N1N=C(c2ccc(C)o2)CC1c1ccc(F)cc1 (stereo not given)
 : ?, 35%[10 µM], -10%, -12%, ?, ?, 17%, ?
O=S(=O)(c1ccc(-c2cc(C(F)(F)F)on2)s1)N1CCCC1
 : 3%, -33%[10 µM], 1%, -8%, ., 3%[9.22 µM], ., -7%
Cc1ccc(-c2noc(CSc3ccccc3)n2)cc1
 : -2%, -23%, -13%, -16%, -1%, 3%, ?, -5%
CCc1ccc(/C=C2\Oc3cc(OS(C)(=O)=O)ccc3C2=O)cc1
 : ?, 12%[1.9 µM], ?, ?, -8%, ?, -26%, 12%
Cc1nc(SCC(=O)Nc2ccc(F)cc2)c2oc3ccccc3c2n1
 : -22%, -20%, 0%, -20%, 5%, -22%, 22%, ?
CN(Cc1nc(-c2cccnc2)no1)S(=O)(=O)c1ccccc1
 : 0%, -25%[10 µM], -6%, -2%, ?, 4%, -6%, 1%
CCCCOc1ccc(C(=S)N2CCC(C(N)=O)CC2)cc1
 : -4%, -66%[inhibitor], -2%, -2%, ?, -8%, ?, 2%
Clc1ccc(-[n+]2c(-c3cccc(Br)c3)[nH]c3nc4ccccc4nc32)cc1
 : ?, -18%[10 µM], -11%, 6%, ., -18%[9.22 µM], ., -4%
CCCc1[nH]nc2c1C1(CCOC1C)C(C#N)=C(N)O2 (stereo not given)
 : 2%, -3%, -1%, 0%, ?, 0%, 10%, 2%
CCOc1ccc(-n2c(SCC(=O)Nc3ccc(OC)cc3)nc3c(c2=O)SCC3)cc1
 : 4%, 5%, 2%, -4%, -13%, -1%, -15%, 6%
Cc1onc(-c2ccccc2)c1C(=O)N1CCCN(C(=O)c2c(-c3ccccc3)noc2C)CC1
 : -6%, 19%, -3%, 0%, -1%, ?, ?, 1%
CC(=O)c1ccccc1OCC(O)CN1CCN(C(c2ccccc2)c2ccccc2)CC1 (stereo not given)
 : 1%, -31%[inhibitor][0.074 µM], 14%, 10%, ?, ?, 13%, 5%
CCOC(=O)C1CCCN(c2c(N3CCOCC3)c(=O)c2=O)C1 (stereo not given)
 : -1%, 9%, -2%, -2%, 4%, 3%, -7%, 3%
CCOc1ccccc1NC(=O)C1CCN(C(=O)c2cccs2)CC1
 : 0%, 21%[10 µM], -1%, -4%, -11%, 0%[9.22 µM], -16%, -5%
CCn1c(NC2CCCCC2)nc2ccccc21
 : 4%, -1%, 1%, 8%, 2%, 5%, 9%, 2%
C=CCNS(=O)(=O)CC12CCC(CC1=O)C2(C)C (stereo not given)
 : 6%, 12%, -9%, -8%, 13%, 14%, 6%, 9%
O=C(NCc1cccs1)C(=O)NCC(c1ccco1)N1CCN(c2ccccc2)CC1 (stereo not given)
 : -10%, -8%, -10%, -15%, ?, -13%, -44%, 6%
O=S(=O)(c1ccc2c(c1)OCCO2)N1CCC(n2nnc3cc(F)ccc32)CC1
 : -3%, 23%[10 µM], -4%, -18%, -11%, -15%, -44%[inhibitor], 3%
Brc1ccc(-c2n(-c3ccccn3)c3ccccc3[n+]2-c2ccccn2)cc1
 : -8%, -1%[10 µM], ., -11%, ., 9%[9.22 µM], ., 10%
Cc1nnc(SCc2ccc(Cl)c(Cl)c2)s1
 : 13%, -4%, -7%, -9%, 3%, 4%, ., 3%
CC1CC(C)CN(CCCNC(=O)CC2Oc3ccccc3NC2=O)C1 (stereo not given)
 : -5%, 6%, -2%, -3%, 5%, -5%, -9%, -5%
CSc1ccc(-c2nc3cc(C)ccn3c2Nc2ccc(C)cc2)cc1
 : ., ., -10%, -23%, ., ., -1%, ?
CC(=O)OCC1OC(n2cnc3c(=O)[nH]cnc32)C(OC(C)=O)C1OC(C)=O (stereo not given)
 : 1%, ., -2%, -3%, 3%, ., -2%, -1%
Cc1cc(C)n(-c2ccc3nncn3n2)n1
 : -5%, 18%[10 µM], -3%, -3%, 10%, 15%[9.22 µM], ., 0%

High-throughput results deposited in PubChem by National Center for Advancing Translational Sciences (NCATS).
